K1F lysis inhibition = protection from phage-mediated lysis, alamar blue read-out – E. coli UTI89, K1F phage, bacterial capsule biogenesis inhibitors (AID 488966) | hit rate 0.02% among 340,000 | inhibition, % at 100 µM; hits with a dose series show IC50 in µM | E. coli UTI89 K1F phage lysis, alamar blue, 2 h; higher % means a stronger effect;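 active means phage lysis inhibition, versus mean bacterial control, above a set limit; inconclusive means no clear call, values can overlap the other calls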;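 further: capsule biogenesis inhibitors block K1F phage lysis so surviving cells raise fluorescence; higher fluorescence means more inhibition of phage lysis; actives were called in the ten point dose series up to 300 µM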
Autophagy mod = alters autophagy in cells; MEF GFP-LC3 puncta imaging; test concentration mostly 10 µM; hit rate 0.98% among 190,000; AID 463193; calls only at 10 µM (by protocol);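 active means percentage of spot-positive cells more than 3 SD above its plate mean, without a fluorescence outlier flag or 80% toxicity; inconclusive means no clear call, values can overlap the other calls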;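 further: spot-positive cell cutoff set from DMSO-treated cells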
P. falciparum M17LAP = P. falciparum M17LAP inhibitors, primary screen, biochemical, fluorogenic H-Leu-NHMec substrate, 1536-well (AID 1619); hit rate 0.38% among 220,000; recombinant M17LAP, H-Leu-NHMec fluorogenic kinetic assay; higher % means a stronger effect; one-dose inhibition, % at 30 µM; IC50 in µM for titrated hits;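 active means compound inhibiting the enzyme by more than half at any dose during confirmatory dose-response retesting; inconclusive means strong single-dose inhibitors picked by rank but not retested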;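 further: plate controls were full reaction with DMSO carrier for no effect and no enzyme background for full effect; strong numbers were not always called active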
P. falciparum M1AAP = malaria alanyl aminopeptidase activity blockers – biochemical, fluorogenic H-Leu-NHMec substrate, 1536-well (AID 1445); hit rate 0.42% among 220,000; inhibition, % at 30 µM, or IC50 in µM where a hit was titrated; recombinant M1AAP, H-Leu-NHMec fluorogenic kinetic assay; higher % means a stronger effect;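 active means primary inhibition above the hit cutoff, then over 50% inhibition at one or more dose response concentrations, cut at about 23% in these data, passing the limit was not always enough; inconclusive means conflicting primary data, or primary hits not chosen for dose response; inactive means low primary inhibition, or under 50% at every dose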;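 further: plate controls were DMSO full reaction for no effect and no enzyme background for full effect; strong numbers were not always called active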
Dynein transport = blocks dynein driven cargo transport along microtubules | z-score, hits read low | 3617.4 mouse cells, GR-EGFP nuclear translocation imaging; test concentration mostly 20 µM; stimulated with dexamethasone, 1 µM; active compounds read low | AID 1381 | hit rate 0.47% among 220,000;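 active means plate z-score of nuclear minus cytoplasmic receptor signal below a set negative limit, without overly bright fluorescence or cell loss, cut at about -3.5 in these data, passing the limit was not always enough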;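 further: z-score of nuclear minus cytoplasmic ring GR-EGFP intensity difference per well; some compounds called inactive have numbers as strong as hits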
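Also added: dexamethasone, 1.0 µM final. Medium: tet-free, stripped-serum medium. Detection: fixed, Hoechst-stained cells imaged at 10x for EGFP. Read-out: nuclear-to-cytoplasmic GR-EGFP distribution per well. Times: induction 48 h, compound 1 h, agonist 30 min.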
b-catenin transl = beta-catenin nuclear translocation modulation; HeLa beta-catenin nuclear translocation, immunofluorescence imaging; nuclear translocation activity, % at 5 µM; hit rate 0.3% among 190,000; AID 1665;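 active means nuclear translocation activity above 50% at 5 µM, with a well cell count of 50 or more; inconclusive means wells under 50 cells across six images, flagged as toxic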;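 further: per-cell ratio of nuclear to cytoplasmic median beta-catenin stain intensity; plate controls were DMSO negative control for no effect and GSK-3 inhibitor IX positive control for full effect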
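Test system: human HeLa cells, native beta-catenin. Compound dosing: 5 µM primary single dose, 0.1% DMSO, 0.02–20 µM confirmation series. Incubation: compound exposure 24 h at 37°C. Detection: beta-catenin immunostaining with DAPI counterstain, 20x imaging, 6 fields/well. Read-out basis: Nuclear/cytoplasmic beta-catenin signal ratio, % activation.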
ER stress rescue = rescue of cells from ER stress-induced death, primary screen, 384-well, CSM14.1, thapsigargin, ATP luminescence (AID 1222). CSM14.1 thapsigargin-induced death rescue, ATP luminescence; higher % means a stronger effect. 190,000 tested, under 10 active. one-dose cellular ATP content (survival), % at 20 µM; EC50 in µM for titrated hits;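 active means EC50 below 50 µM in the dose-response confirmation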;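 further: death triggered by thapsigargin at about 15 µM added after 2 h compound pretreatment; cell ATP read after overnight thapsigargin exposure of roughly 18 to 22 hours; normalized against plate controls of thapsigargin alone and 5% DMSO vehicle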
Ins promoter up = MIN6 insulin promoter up-regulation; AID 1625; hit rate 0.3% among 190,000; z-score at 5 µM; MIN6 insulin promoter-GFP reporter, high-content imaging; active compounds read high;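 active means z-score above 3 at 5 µM with at least 500 cells counted in the well; inconclusive means wells under 500 cells, flagged as cytotoxic or low count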
MT stabilize HCS = microtubule stabilization, imaging screen; HeLa tubulin immunostaining HCS, 24 h; share of cells brighter than vehicle mean+2SD; hit rate 0.83% among 200,000; % tubulin-high responders, % at 10 µM;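 active means plate Z-score above 3 for both tubulin-high and condensed-nucleus cell shares, with cell loss under 80%, at 10 µM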;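 further: anti alpha tubulin signal scored within the nucleus-defined area of each cell; some results filed as inactive read as strong as hits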
Dynein transport cytoplasmic EGFP = further read-out of Dynein transport, marked with its call; z-score; measured here: cytoplasmic GR-EGFP intensity; active compounds read high
Dynein transport nuclear GR-EGFP = recorded beside Dynein transport, whose call it bears; z-score; measured here: nuclear GR-EGFP intensity;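 lower value marks the stronger effect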
Dynein transport cell count = further read-out of Dynein transport, marked with its call; z-score; measured here: cell count per field
Ins promoter up cell count = further read-out of Ins promoter up, marked with its call; cell count; measured here: cytotoxicity, nuclei count;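 total cells summed across four imaged fields per well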
b-catenin transl cell count 5 µM = further read-out of b-catenin transl, marked with its call; cell count; measured here: cell count, cytotoxicity flag
MT stabilize HCS Hoechst-high % = recorded beside MT stabilize HCS, whose call it bears; % Hoechst-high responders; measured here: nuclear condensation Hoechst responders;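 share of cells brighter than vehicle mean plus two SD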
MT stabilize HCS cytotoxicity % = further read-out of MT stabilize HCS, marked with its call; toxicity, %; measured here: cytotoxicity by cell density;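 0% = mean cell density of plate MIN control wells and 100% = no cells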
Autophagy mod cell loss 18 h = recorded beside Autophagy mod, whose call it bears; toxicity, %; measured here: cell loss, nuclei count;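 cell loss after 18 h compound exposure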
Starred values were filed as active, the others as inactive; i = inactive; ? = inconclusive; . = not tested or not shown. No enrichment for hits; overall some 2.9% were active at least once.

SMILES	K1F lysis inhibition	Autophagy mod	Autophagy mod cell loss 18 h	P. falciparum M17LAP	P. falciparum M1AAP	Dynein transport	Dynein transport cytoplasmic EGFP	Dynein transport nuclear GR-EGFP	Dynein transport cell count	b-catenin transl	b-catenin transl cell count 5 µM	ER stress rescue	Ins promoter up	Ins promoter up cell count	MT stabilize HCS	MT stabilize HCS Hoechst-high %	MT stabilize HCS cytotoxicity %
Cc1ccc(S(=O)(=O)N2CCCC2C(=O)OCc2ccccc2)cc1 (stereo unspecified)	0.7%	i	-8	-11%	5%	-0.63	-0.19	-0.039	-0.019	0.8	576	-0.5%	-0.43	1314	2.4	2.0	8.2
CS(=O)(=O)N1CC(C(=O)O)Oc2ccc(CC(=O)O)cc21 (stereo unspecified)	0.5%	i	6	-6%	-5%	1.5	-0.23	1.8	-2.5	-1.7	1118	.	-0.11	1284	1.7	1.6	1.2
Cn1c(=O)n(C)c2cc(S(=O)(=O)N3CCOCC3)ccc21	4.4%	i	3	6%	-1%	-0.94	0.36	-0.15	1.2	.	.	-1.3%	0.01	1297	2.6	1.7	7.7
CSc1nc2[nH]ncc2c(=O)n1-c1ccccc1	-3.5%	i	-8	-1%	1%	-0.041	-0.21	0.057	-0.36	-0.5	954	0.7%	0.29	1276	2.0	1.4	14
Cc1ccc(C2Nc3cccc4cccc(c34)N2)s1	-4.9%	i	17	-3%	-4%	0.64	-0.046	0.15	-0.19	-1.1	917	-1.9%	0.13	1274	4.8	3.8	7.2
Cc1oc(-c2ccccc2F)nc1CS(=O)(=O)CC(=O)N1CCc2ccccc21	0.8%	i	25	-6%	11%	2.6	-0.048	1.5	-1.2	-1.4	1183	.	0.16	1901	3.4	1.1	3.0
COc1ccc(-c2cnnc(N/N=C/c3ccc(C)o3)n2)cc1	0.7%	i	-16	5%	11%	-0.4	-0.31	0.087	0.26	-5.5	1292	-1.4%	-0.84	1463	2.2	2.0	0.9
O=C(O)c1cccc(-c2nnn(Cc3ccccc3Cl)n2)c1	5.8%	i	-5	16%	-3%	-0.72	-0.24	-0.41	-0.089	-1.5	1195	-0.6%	.	.	3.9	2.1	6.3
CN(C)c1ccc(/C=N\NC(=O)c2csnn2)cc1	-0.3%	i	-26	29%	?	0.71	-0.43	0.46	-0.28	.	.	-2.6%	.	.	2.8	1.6	13
O=C(C(Cc1ccccc1)N1C(=O)C2C3CCC(C3)C2C1=O)N1CCCCC1 (stereo unspecified)	0.0%	i	-29	4%	4%	-0.28	-0.21	0.41	1	1.1	1372	-4.9%	-0.01	1640	4.0	1.4	8.8
Cc1cc(-c2nnc(SCC(=O)Nc3ccccn3)o2)no1	2.2%	i	3	1%	-9%	-0.31	-0.33	-0.082	0.41	0.2	1086	-1.1%	.	.	3.9	1.5	5.9
N#C/C(=C(/O)c1ccc([N+](=O)[O-])o1)c1nc2ccccc2[nH]1	-0.3%	.	.	-3%	3%	-0.59	-0.74	-0.51	0.034	0.6	1318	.	0.24	968	.	.	.
O=C1CN(C(=O)CN2CCCC2)C(c2ccccc2)c2cc(Br)ccc2N1 (stereo unspecified)	-0.3%	i	-4	9%	5%	-0.36	0.091	-0.22	0.2	.	.	.	.	.	1.4	1.9	3.8
O=C(NC(=S)Nc1cccc(O)c1)c1ccco1	0.2%	.	.	11%	13%	0.27	-0.21	0.11	0.075	-0.4	1134	.	-0.02	1391	.	.	.
CCCCNc1oc(-c2cccs2)nc1S(=O)(=O)c1ccccc1	4.3%	i	-2	-1%	8%	0.003	-0.41	-0.083	1	.	.	2.8%	0.03	972	1.2	1.3	8.5
O/N=C1/CCSc2ccccc21	1.2%	i	-7	4%	3%	-0.8	-0.21	-0.27	0.53	-2.6	890	0.1%	1.5	1327	2.5	2.1	4.5
CCc1ccc(NC(=O)c2ccc3c(c2)C(=O)N(CCOC)C3Nc2ccc(CC)cc2)cc1 (stereo unspecified)	6.5%	i	30	-1%	5%	-0.92	-0.18	0.07	0.45	-1.2	568	-2.7%	0.69	1098	7.0	2.8	7.3
CC(C)CN(/C=N/c1sc2c(c1C#N)CCCCC2)CC(C)C	1.4%	i	4	-4%	2%	-0.79	-0.011	-0.11	0.67	-6.5	1250	-0.8%	.	.	1.2	2.2	9.1
O=C(CCN1C(=O)S/C(=C/c2ccc(Cl)cc2)C1=O)N1CCOCC1	0.3%	i	4	2%	-4%	-0.2	-0.31	-0.33	0.16	-1.2	959	4.1%	.	.	2.8	1.8	5.0
CCCCN(C)CCCNC(=O)c1ccc(N2CCCC2=O)cc1	-1.4%	i	36	-6%	12%	2.2	0.096	1.2	-1.6	-0.6	1357	-1.3%	-0.16	1676	4.1	3.7	14
Cc1ccccc1C(=O)NCCN1CCOCC1	-0.1%	i	-13	-14%	2%	-1.7	-0.31	-0.66	0.64	1.1	897	0.4%	-0.25	1545	2.5	1.9	9.1
COc1cc2cc(C(c3nnnn3C(C)(C)C)N3CCc4ccccc43)c(=O)[nH]c2cc1OC (stereo unspecified)	5.0%	i	-5	7%	10%	-0.6	-0.43	-0.096	1.1	-5.7	885	-1.3%	1.4	1071	1.6	1.7	6.5
CC(=O)c1c(C)[nH]c(C)c1C(C)=O	-0.8%	i	-9	-4%	-4%	-0.47	-0.35	-0.48	0.56	-0.9	1133	0.9%	-0.52	1017	5.5	3.0	6.5
CC(=O)NC(=S)Nc1ccccc1C(=O)NC1CCCCC1	3.2%	i	0	2%	7%	0.67	-0.065	0.55	-0.2	-1.0	907	-1.6%	0.57	1377	2.1	2.3	15
CCc1cccc2sc(NC(=O)c3ccc(N4C(=O)CCC4=O)cc3)nc12	-1.1%	i	-1	12%	1%	2.1	-0.049	2.3	-1.6	-1.4	580	-2.5%	0.44	1231	3.2	2.8	2.6
COc1cccc(N2CCN(CC(=O)c3c(C)[nH]c4ccccc34)CC2)c1	7.0%	i	5	10%	9%	-0.19	-0.2	0.03	0.41	-2.0	1096	6.4%	.	.	1.6	1.3	6.4
COc1cccc(C(=O)Nc2cc(C)on2)c1OC	0.4%	i	-8	4%	3%	0.64	-0.11	0.45	-0.83	.	.	-1.7%	0.47	1149	0.9	0.9	5.9
O=[N+]([O-])c1ccc(O)c(C=Nc2ccc3nc(-c4ccccc4)[nH]c3c2)c1	6.8%	i	-4	-70%	19%	-0.44	-0.22	-0.44	0.56	2.7	1166	-3.5%	-0.31	1245	0.9	3.7	4.8
COC(=O)c1sccc1NC(=O)CN1CCN(c2ccc(F)cc2)CC1	-0.2%	i	-15	-1%	-2%	0.087	-0.21	0.35	0.27	-7.4	913	-1.5%	-0.74	1069	2.2	1.5	0.3
Cc1ccc(N2C(=O)/C(=C\c3ccco3)SC2=S)cc1	-0.1%	i	-4	10%	3%	-0.022	-0.12	-0.22	0.42	3.5	1289	3.1%	-0.94	1294	1.7	1.6	8.6
CC1(C)Cc2c(sc(NC(=O)c3ccc(Br)o3)c2C#N)CO1	0.0%	i	-4	8%	7%	-0.26	-0.22	0.089	1.2	-2.7	812	-0.5%	0.72	1541	2.0	2.9	3.0
COc1ccc(OC)c(S(N)(=O)=O)c1	1.9%	i	-1	-4%	-1%	-0.075	-0.23	0.35	-0.52	1.7	912	.	1.1	1174	3.2	1.4	3.2
CC(=O)c1cccc(S(=O)(=O)Nc2ccc3nc(C)sc3c2)c1	0.4%	i	6	-10%	-7%	0.31	-0.24	0.47	0.49	5.4	839	0.0%	-0.42	1105	6.5	1.4	2.8
O=C(c1n[nH]c(=O)c2ccccc12)N1CCOCC1	-0.2%	i	2	-6%	-3%	-0.14	-0.29	-0.042	0.46	-2.7	1143	-1.3%	0.29	1059	2.3	1.9	5.8
CCN=C1S/C(=C\c2ccc(-c3cccc(C(=O)O)c3)o2)C(=O)N1CC	0.3%	i	-1	7%	?	-0.35	-0.3	-0.15	0.13	-0.8	961	9.0%	.	.	3.9	3.7	4.9
O=c1c2ccccc2nc2c3ccccc3ncn12	-0.1%	i	21	.	.	1.5	0.054	0.99	-1.3	-1.9	887	0.7%	1.1	1132	9.7	2.3	6.0
COc1ccc(N(CC(=O)NCCSCc2ccco2)S(=O)(=O)c2ccccc2)cc1	-1.2%	i	20	12%	11%	-0.035	-0.19	-0.1	0.45	0.2	983	1.5%	0.05	1447	1.7	1.8	1.3
O=C(O)c1ccc(-n2cccc2/C=N\NC(=O)c2cc3cc(Br)ccc3o2)cc1	0.0%	.	.	16%	37µM*	-0.1	-0.22	0.032	0.6	0.5	1281	.	.	.	.	.	.
COc1ccccc1N1CCN(Cc2nnnn2CCc2ccccc2)CC1	2.1%	i	-4	-1%	7%	-0.52	-0.27	0.37	-0.18	.	.	-2.3%	0.26	1301	1.7	2.7	12
